UPR CHOP act: apoptotic UPR (CHOP) activation; AID 449763; activation, % at 10 µM; CHO-CHOP luciferase reporter, luminescence; percent of tunicamycin response over DMSO baseline; 0.34% of 330,000 active;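 active means at 10 µM dose, activation of 40% or more, normalized to positive control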;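 further: 100% = tunicamycin at 10 µg/mL and 0% = DMSO alone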
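Dosing – one dose, 10 µM in 0.5% DMSO · System – CHO-CHOP cells, stable luciferase reporter of PERK-eIF2a-CHOP signalling · Input – 500 cells/well · Control set – tunicamycin 10 µg/mL final as positive, DMSO-only wells as negative · Timing – 6 h compound treatment, 37 °C · Measure – % activation vs tunicamycin · Technique – luminescence read with Steady-Glo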
EBI2 block: blocks human EBI2 receptor beta-arrestin signaling; EBI2 beta-arrestin recruitment, luminescence, 7a,25-OHC stimulated; AID 651636; 0.81% of 360,000 active; inhibition, % at 5 µM; P32249; in the data active means inhibition above about 38%;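 further: enzyme fragment complementation signal reports receptor beta-arrestin coupling in cells; 0% = agonist plus DMSO wells and 100% = wells without agonist; some results beyond the cut were filed as inactive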
Gli-Sufu antag: antagonists of Gli-Sufu signaling | 0.74% of 340,000 active | Sufu-KO-LIGHT fibroblasts, Gli luciferase reporter luminescence | inhibition, % at 5 µM | AID 588413;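 active means inhibition above about 55%, limit read from the data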;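 further: 0% = DMSO-treated cells and 100% = wells with medium but no cells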
Jurkat NFkB inh: lowers PMA/ionomycin-induced NF-kB signal in Jurkat cells | AID 435003 | PMA/ionomycin-induced NF-kB luciferase reporter, luminescence | 0.53% of 330,000 active | inhibition, % at 4 µM; in the data active means inhibition above about 50%
CCR6 antagonist: blocks CCL20-driven beta-arrestin recruitment at human CCR6; 0.49% of 340,000 active; CHO-K1 CCR6 PathHunter beta-arrestin, luminescence, CCL20-stimulated; AID 493098; inhibition, % at 20 µM;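 active means compounds whose inhibition of the agonist-driven luminescence signal at 20 µM reaches about 50%, limit read from the data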;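 further: cells stimulated with CCL20 at 14 nM final; plate controls were DMSO with CCL20 for no effect and DMSO without agonist for full effect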
CXCR6 inh: CXCR6 (human) receptor inhibition | CHO-K1 PathHunter CXCR6 beta-arrestin, luminescence | 0.36% of 360,000 active | AID 602244 | inhibition, % at 20 µM; in the data active means inhibition above about 34%, passing the limit was not always enough;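 further: antagonist mode with CXCL16 agonist at 10 nM final; 0% = 10 nM CXCL16 with DMSO and 100% = unstimulated wells without agonist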
Mdm2 MdmX PPI: inhibitors of human Mdm2/MdmX interaction; O15151+Q00987; SaOS-2 split-luciferase Mdm2/MdmX complementation, luminescence; inhibition, % at 8 µM; 3% of 330,000 active; AID 485346;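 active means inhibition of at least 50% at 8 µM in the primary screen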
Target sequence (O15151 whole entry, looked up): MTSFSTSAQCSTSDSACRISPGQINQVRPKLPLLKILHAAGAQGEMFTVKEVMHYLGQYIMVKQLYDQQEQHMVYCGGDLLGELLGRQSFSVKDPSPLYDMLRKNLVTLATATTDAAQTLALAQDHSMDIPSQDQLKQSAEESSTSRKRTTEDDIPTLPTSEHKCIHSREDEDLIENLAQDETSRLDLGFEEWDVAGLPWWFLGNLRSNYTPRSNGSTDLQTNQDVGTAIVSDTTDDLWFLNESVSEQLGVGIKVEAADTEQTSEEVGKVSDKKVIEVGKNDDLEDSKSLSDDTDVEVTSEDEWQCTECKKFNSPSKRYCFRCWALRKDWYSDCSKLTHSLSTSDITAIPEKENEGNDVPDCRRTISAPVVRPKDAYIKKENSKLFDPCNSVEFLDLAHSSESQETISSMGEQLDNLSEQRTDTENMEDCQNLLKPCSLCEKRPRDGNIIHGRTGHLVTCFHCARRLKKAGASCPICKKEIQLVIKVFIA
Target sequence (Q00987 whole entry, looked up): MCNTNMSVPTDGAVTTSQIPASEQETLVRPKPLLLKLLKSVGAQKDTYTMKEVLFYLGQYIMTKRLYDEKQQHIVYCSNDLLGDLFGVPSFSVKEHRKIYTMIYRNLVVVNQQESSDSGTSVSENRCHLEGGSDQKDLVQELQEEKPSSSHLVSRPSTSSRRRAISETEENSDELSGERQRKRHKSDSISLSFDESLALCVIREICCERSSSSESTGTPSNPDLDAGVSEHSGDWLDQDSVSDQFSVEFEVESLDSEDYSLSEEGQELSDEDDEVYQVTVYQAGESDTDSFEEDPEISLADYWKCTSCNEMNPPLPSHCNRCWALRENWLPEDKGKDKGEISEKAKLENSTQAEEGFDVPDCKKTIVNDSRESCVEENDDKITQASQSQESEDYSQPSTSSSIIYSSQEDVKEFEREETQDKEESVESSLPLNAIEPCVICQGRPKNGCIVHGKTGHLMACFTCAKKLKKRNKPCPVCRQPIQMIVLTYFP
697 NFkB inh: lowers PMA/ionomycin-induced NF-kB signal in 697 B cells; 697 B-cell NF-kB luciferase reporter, 16 h; inhibition, % at 4 µM; 0.33% of 330,000 active; in the data active means inhibition above about 35%
UPR XBP1 act: adaptive UPR (XBP1) activation. 0.33% of 330,000 active. activation, % at 20 µM. CHO-XBP1 luciferase reporter, IRE1-XBP1 UPR activation, luminescence; percent of tunicamycin response, DMSO as zero;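 active means versus positive control, 20 µM dose yields 30% or more activation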;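 further: 100% = tunicamycin at 10 µg/mL and 0% = DMSO only wells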
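Material: CHO cell line with stable XBP1 luciferase reporter; buffer or medium: F12 medium containing 10% fetal bovine serum; compound: single point, 20 µM final compound, 1% DMSO; incubation: 6 h treatment, 37 °C; measured by: glow luminescence from Steady-Glo reagent; evaluation: activation, % of tunicamycin; control set: tunicamycin high, DMSO low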
* hit, by the source's call; . = no result given.

Fields: CCR6 antagonist	697 NFkB inh	EBI2 block	Gli-Sufu antag	UPR CHOP act	CXCR6 inh	UPR XBP1 act	Jurkat NFkB inh	Mdm2 MdmX PPI
> COc1ccc2c(c1)c(C(=O)N/N=C/c1ccccc1Cl)c(C)n2C
    7	28	10	-7	2.0	-3	-2	-2	-10
> CCOC(=O)C1CCN(Cc2nnc(-c3ccccc3C)o2)CC1
    -1	-5	-6	1	0.2	-5	1	-29	-21
> Brc1ccc(CN2CCCCCC2)cc1
    11	-6	-5	-1	0.0	1	1	1	2
> O=C1N/C(=C/c2cccn2-c2ccc(F)cc2)C(=O)N1Cc1ccccc1F
    14	13	21	9	0.1	0	0	5	18
> CC(=O)c1ccc(OCc2cc(C(=O)N(C)C3CCOC3)no2)cc1 (stereo not drawn)
    -1	-64	2	-8	2.5	2	-1	-50	-65
> Cc1noc(C)c1S(=O)(=O)Nc1ccc(C(=O)NC2CCCCC2C)cc1 (stereo not drawn)
    5	-1	4	4	-1.8	-5	0	1	11
> CC(NC(=O)c1ccccc1NC(=O)CSc1nnnn1C)c1ccccc1 (stereo not drawn)
    0	9	-4	-3	-3.3	-11	-2	0	6
> COc1ccc(C)cc1NC(=O)C(c1ccccc1)N1CCNC(=O)C1 (stereo not drawn)
    .	3	-1	.	-1.4	-7	-1	-1	-1
> CC(=O)NCC1=C(NC(C)=O)C2CC1C(C)(C)C2C (stereo not drawn)
    .	-3	.	.	0.3	.	2	-10	-10
> CN(C)C(=O)COc1ccc2c3c(c(=O)oc2c1)CCCC3
    11	-4	0	0	4.4	8	2	-21	-7
> CCC(C)NC(=O)CC(NS(=O)(=O)c1ccc(Cl)cc1)c1ccco1 (stereo not drawn)
    14	-2	-8	-9	-2.3	1	-3	9	-14
> Cc1ccccc1-c1nc(C(=O)NCC2CCCO2)cc2c1[nH]c1ccccc12 (stereo not drawn)
    26	15	20	13	0.7	3	5	4	57*
> CCOc1ccccc1NC(=O)C(CC)Sc1nc2ccncc2[nH]1 (stereo not drawn)
    -3	-19	-14	-5	-2.1	-3	-2	-6	14
> CCN(c1ccccc1)S(=O)(=O)c1ccc(NC(=O)c2ccco2)cc1
    0	-3	1	5	0.9	1	4	-1	-27
> CCC1CCC2(CC1)SCC(=O)N2c1ccccc1 (stereo not drawn)
    -5	-9	-2	3	2.0	1	-1	10	1
> COc1ccccc1CNC(=O)c1ccc(N2CCOCC2)c([N+](=O)[O-])c1
    2	15	-7	1	-1.1	5	0	3	12
> COc1ccc(S(=O)(=O)N2CCC(C(=O)O)(c3ccccc3)CC2)cc1
    -2	5	-8	-10	-0.1	-13	-5	7	3
> O=C(Nc1ccccc1)NC1CCCCNC1=O (stereo not drawn)
    -4	2	-6	5	-2.2	-3	-3	8	-6
> CCN1C(=NCCc2ccccn2)N[C@@H](c2cccc(C(F)(F)F)c2)C(C(=O)OC)=C1C
    9	3	4	16	1.3	2	0	-3	28
> COc1ccc(-c2cc(NCCc3ccncc3)n3ncnc3n2)cc1
    -3	30	-14	0	-3.7	-3	-2	7	7

The listing continues:
Fields: CCR6 antagonist	697 NFkB inh	EBI2 block	Gli-Sufu antag	UPR CHOP act	CXCR6 inh	UPR XBP1 act	Jurkat NFkB inh	Mdm2 MdmX PPI
> CCN1CCc2c(sc(NC(=O)c3ccc(S(=O)(=O)N4CC(C)OC(C)C4)cc3)c2C(N)=O)C1 (stereo not drawn)
    12	7	-15	28	1.4	5	-2	-4	35
> O=C(CN1CCN(Cc2ccccc2)CC1)NCCc1ccccc1
    -2	-5	-6	3	-0.2	2	-2	-11	-12
> O=C(Nc1cc2c3c(c1)CC(=O)N3CCC2)c1ccc(Br)o1
    18	-7	-11	-6	-0.2	4	-3	-13	-4
> O=C(CCS(=O)(=O)c1ccc(Br)cc1)N1CCN(c2ccc(Cl)cc2)CC1
    15	-19	1	11	3.6	-18	-1	-13	-32
> COc1cc(NC(=O)CN2C(=O)COc3ccc(S(=O)(=O)N4CCCC4)cc32)cc(OC)c1
    9	2	12	2	-0.2	-8	-4	-10	15
> CCOC(=O)Cn1c(=O)oc2ccc(C)cc21
    -9	5	-2	0	2.1	0	-2	6	17
> CC(=O)c1ccc(OC(=O)C(CCS(C)(=O)=O)N2C(=O)c3ccccc3C2=O)cc1 (stereo not drawn)
    -8	14	-1	5	-0.4	1	-1	-11	-7
> COc1ccccc1CCNC(=O)CSc1nnc2ccc(-c3cccnc3)nn12
    8	4	-3	2	0.3	2	-1	-4	-3
> Cc1cccc(N2CCN(C(=O)CCCSc3nc4ccccc4[nH]3)CC2)c1C
    0	-38	13	5	-0.1	1	0	0	20
> COCC1CCCCN1C(=O)c1ccc(OC)c(OC2CCN(C(C)C)CC2)c1 (stereo not drawn)
    -2	-17	5	9	4.6	2	0	-26	-25
> Nc1nc(NC(=O)Cc2ccccc2)nn1-c1ccccc1
    -3	18	0	-14	1.3	-3	1	0	16
> Cc1ccc(NC(=S)Nc2cc(C)on2)cc1
    2	-86	9	-38	5.1	-7	3	-67	-38
> Cc1ccc(Nc2nc3ccccc3c(=O)[nH]2)cc1C
    -9	-29	16	-41	4.0	0	0	-25	-30
> CCOC(=O)c1ccc(-n2ccnc2)c(NC(=O)c2cccc(Br)c2)c1
    2	1	-1	3	-0.8	-8	-2	9	3
> CC(C(=O)N1CCCC1)N1CCN(c2ccccc2O)CC1 (stereo not drawn)
    6	15	-1	6	-1.6	-8	-3	-7	-5
> Nc1nc2n(n1)C(c1cccc(Br)c1)CC(c1ccc(F)cc1)N2 (stereo not drawn)
    3	12	4	-14	-0.5	6	-1	9	-4
> Cc1c(C(=O)O)sc2nc(CSc3ncc(C(F)(F)F)cc3Cl)[nH]c(=O)c12
    14	-3	6	-3	-0.4	3	-1	9	8
> O=C(CCn1c(=O)c2sccc2n(CC(=O)OCc2ccccc2)c1=O)NCc1ccccc1
    3	5	5	5	-0.7	-3	-1	7	10
> Cn1nc(C(C)(C)C)cc1C(=O)NCc1ccc2c(c1)OCO2
    10	5	9	68*	4.1	4	-7	40	34
> COc1ccc(CNC(=O)[C@H](CCSC)NC(=O)N2CCn3c2nc2ccccc23)cc1
    15	4	-4	1	0.2	3	-2	5	31

Carrying on.
Fields: CCR6 antagonist	697 NFkB inh	EBI2 block	Gli-Sufu antag	UPR CHOP act	CXCR6 inh	UPR XBP1 act	Jurkat NFkB inh	Mdm2 MdmX PPI
> CC(C)(O)C(=O)NNC(=S)Nc1cccc(C(F)(F)F)c1
    23	11	3	-6	-1.2	9	-3	9	-9
> COc1cc(C(=O)N(Cc2cc3ccccc3[nH]c2=O)CC2CCCO2)cc(OC)c1OC (stereo not drawn)
    -4	2	-10	2	-2.0	-9	3	3	14
> CCOC(=O)[C@H]1[C@H]2COc3ccc(C)cc3[C@@H]2N2C(=O)c3cc(Br)ccc3NC(=O)[C@@]12C
    10	14	-8	-9	0.4	13	-4	12	49
> CC1CN(C(=O)c2cccc(S(=O)(=O)Nc3cc(Cl)ccc3Cl)c2)CC(C)O1 (stereo not drawn)
    -1	-1	2	17	-1.7	23	-1	11	-9
> COc1ccc(-c2noc(CCC(=O)O)n2)cc1
    0	1	2	1	3.8	-3	-3	7	-12
> CCC(C)Oc1nc2c(c(=O)n(C)c(=O)n2C)n1C (stereo not drawn)
    6	1	-1	8	0.1	-1	3	-5	18
> O=C(NCc1cc([N+](=O)[O-])ccc1O)c1cc(-c2ccncc2)nc2ccccc12
    6	11	4	2	-0.4	0	-2	10	21
> CCC(C)C(N)C1=NC(C(=O)N[C@@H](CC(C)C)C(=O)N[C@H](CCC(=O)O)C(=O)N[C@H](C(=O)N[C@H]2CCCCNC(=O)[C@H](CC(N)=O)NC(=O)[C@@H](CC(=O)O)NC(=O)[C@H](Cc3cnc[nH]3)NC(=O)[C@@H](Cc3ccccc3)NC(=O)[C@H]([C@@H](C)CC)NC(=O)[C@@H](CCCN)NC2=O)[C@@H](C)CC)CS1 (stereo partly drawn)
    3	.	-1	6	.	-3	.	.	.

Structural class, those above containing an NH in an aromatic ring.
Fields: CCR6 antagonist	697 NFkB inh	EBI2 block	Gli-Sufu antag	UPR CHOP act	CXCR6 inh	UPR XBP1 act	Jurkat NFkB inh	Mdm2 MdmX PPI
> Cc1ccccc1-c1nc(C(=O)NCC2CCCO2)cc2c1[nH]c1ccccc12 (stereo not drawn)
    26	15	20	13	0.7	3	5	4	57*
> CCOc1ccccc1NC(=O)C(CC)Sc1nc2ccncc2[nH]1 (stereo not drawn)
    -3	-19	-14	-5	-2.1	-3	-2	-6	14
> Cc1cccc(N2CCN(C(=O)CCCSc3nc4ccccc4[nH]3)CC2)c1C
    0	-38	13	5	-0.1	1	0	0	20
> Cc1ccc(Nc2nc3ccccc3c(=O)[nH]2)cc1C
    -9	-29	16	-41	4.0	0	0	-25	-30
> Cc1c(C(=O)O)sc2nc(CSc3ncc(C(F)(F)F)cc3Cl)[nH]c(=O)c12
    14	-3	6	-3	-0.4	3	-1	9	8
> COc1cc(C(=O)N(Cc2cc3ccccc3[nH]c2=O)CC2CCCO2)cc(OC)c1OC (stereo not drawn)
    -4	2	-10	2	-2.0	-9	3	3	14
> CCC(C)C(N)C1=NC(C(=O)N[C@@H](CC(C)C)C(=O)N[C@H](CCC(=O)O)C(=O)N[C@H](C(=O)N[C@H]2CCCCNC(=O)[C@H](CC(N)=O)NC(=O)[C@@H](CC(=O)O)NC(=O)[C@H](Cc3cnc[nH]3)NC(=O)[C@@H](Cc3ccccc3)NC(=O)[C@H]([C@@H](C)CC)NC(=O)[C@@H](CCCN)NC2=O)[C@@H](C)CC)CS1 (stereo partly drawn)
    3	.	-1	6	.	-3	.	.	.
